Mtb BioA inh: BioA (M. tuberculosis) enzyme inhibition. purified M. tuberculosis BioA enzyme, plate reader. inhibition, % at 9.99 µM. 360,000 compounds, 0.096% hits; in the data active = inhibition above about 40%
TcdB inh: inhibitors of Clostridioides difficile toxin B glycohydrolase | TcdB glycohydrolase enzymatic assay, plate reader | inhibition, % at 9.99 µM | 350,000 compounds, 0.24% hits | AID 652162; in the data active = inhibition above about 10%
* = called active by the depositor. The list is partial, so the mix of outcomes need not match the whole.

compound | TcdB inh | Mtb BioA inh
COc1ccccc1C(=O)Nc1ccc2c(c1)C(=O)N(C)C[C@H](OC)[C@H](C)CN[C@@H](C)CO2 | -0.9 | 0.7
C[C@H](NC(=O)C[C@@H]1C[C@@H]2c3cc(NC(=O)CC4CC4)ccc3O[C@@H]2[C@H](CO)O1)c1ccccc1 | 0.0 | -4.7
CO[C@@H](CN(C)S(=O)(=O)c1ccc(Cl)cc1)[C@@H](C)CN(C(=O)Nc1ccccc1F)[C@H](C)CO | -0.3 | -0.1
C[C@H]1CN([C@@H](C)CO)S(=O)(=O)c2ccc(C#CC3CC3)cc2O[C@@H]1CN(C)C(=O)c1ccccc1 | 0.1 | -0.4
C[C@H]1CN([C@@H](C)CO)C(=O)c2cccc(NC(=O)c3ccc(-c4nccs4)cc3)c2O[C@@H]1CN(C)Cc1ccc(C(=O)O)cc1 | -0.1 | 0.5
Cc1noc(C)c1NC(=O)Nc1ccc2c(c1)CC(=O)N([C@H](C)CO)C[C@@H](C)[C@H](CN(C)C(=O)Nc1ccc(C(F)(F)F)cc1)O2 | 0.7 | 5.7
C[C@@H]1CN([C@H](C)CO)C(=O)c2ccccc2-c2ccccc2CO[C@H]1CN(C)C(=O)[C@@H](Cc1ccccc1)N(C)C | -1.0 | -0.6
C[C@H](CO)N1C[C@H](C)[C@@H](CN(C)CC2CCCCC2)Oc2ccc(NC(=O)Nc3ccc(C(F)(F)F)cc3)cc2C1=O | 1.4 | -2.2
COC(=O)[C@@H]1[C@@H](CO)[C@@H]2Cn3c(ccc(-c4ccccc4)c3=O)[C@@H]2N1Cc1ccccc1F | -0.3 | 18.1
C[C@@H]1CN([C@H](C)CO)C(=O)c2cc(/C=C/c3ccccc3)cnc2O[C@H]1CN(C)C(=O)c1ccccc1 | 0.3 | 9.5

Shown with values under each structure: 2 of the compounds above
The line under a structure holds: TcdB inh	Mtb BioA inh
COC(=O)[C@@H]1[C@@H](CO)[C@@H]2Cn3c(ccc(-c4ccccc4)c3=O)[C@@H]2N1Cc1ccccc1F
  -0.3	18.1
C[C@@H]1CN([C@H](C)CO)C(=O)c2cc(/C=C/c3ccccc3)cnc2O[C@H]1CN(C)C(=O)c1ccccc1
  0.3	9.5

Next section
compound | TcdB inh | Mtb BioA inh
CCC(=O)N[C@@H]1C=C[C@H](CC(=O)NCc2cc(F)cc(F)c2)O[C@H]1CO | -0.5 | -1.6
COc1ccc(NC(=O)N(C)C[C@@H]2OCCCC[C@H](C)Oc3ccc(NS(=O)(=O)c4ccc(F)cc4)cc3C(=O)N([C@H](C)CO)C[C@@H]2C)cc1 | 0.5 | -2.0
C[C@@H]1CN([C@@H](C)CO)C(=O)c2cccc(NC(=O)Nc3ccc(C(F)(F)F)cc3)c2O[C@H]1CN(C)C(=O)Nc1cccc2ccccc12 | -0.4 | -1.1
C[C@@H]1CN([C@H](C)CO)C(=O)c2cccc(NS(=O)(=O)c3ccc(Cl)cc3)c2O[C@@H]1CN(C)Cc1ccc2c(c1)OCO2 | 0.7 | 4.4
C[C@@H]1CN([C@@H](C)CO)C(=O)c2cc(NS(=O)(=O)c3cccs3)ccc2O[C@@H](C)CCCCO[C@H]1CN(C)C(=O)Nc1ccc(F)cc1 | -0.8 | -0.8
C[C@@H]1CN([C@H](C)CO)C(=O)c2cc(-c3cccc(F)c3)cnc2O[C@@H]1CN(C)Cc1cccnc1 | -0.3 | -1.4
C[C@@H]1CN([C@H](C)CO)C(=O)CCCn2nncc2CO[C@@H]1CN(C)C(=O)c1ccc2ccn(C)c2c1 | -0.6 | 0.5
COC(=O)[C@H]1[C@H](CO)[C@H]2Cn3c(ccc(-c4ccc(F)cc4)c3=O)[C@H]2N1C | 0.4 | 2.7
Cc1noc(C)c1S(=O)(=O)Nc1ccc2c(c1)C(=O)N([C@H](C)CO)C[C@@H](C)[C@@H](CN(C)Cc1ccncc1)O2 | 0.3 | -1.2
COc1ccc(NC(=O)N(C)C[C@@H]2Oc3ccc(NS(=O)(=O)c4cn(C)cn4)cc3C(=O)N([C@H](C)CO)C[C@@H]2C)cc1 | -0.5 | 2.6

The results go on.
compound | TcdB inh | Mtb BioA inh
C[C@H](CO)N1C[C@H](C)[C@H](CN(C)Cc2cccnc2)Oc2ncc(-c3cccc(C#N)c3)cc2C1=O | -1.0 | -0.4
C[C@@H]1CN([C@@H](C)CO)C(=O)c2cc(NS(=O)(=O)c3cccs3)ccc2O[C@H]1CN(C)Cc1ccc(C(=O)O)cc1 | 0.3 | -2.4
O=C(C[C@@H]1C[C@H]2c3cc(NS(=O)(=O)c4ccc(F)cc4)ccc3O[C@H]2[C@H](CO)O1)N1CCc2ccccc2C1 | -1.9 | -0.6
O=C(C[C@@H]1CC[C@@H]2[C@H](COC[C@H](O)CN2Cc2cccc(F)c2)O1)NCc1ccncc1 | 0.2 | 1.8
COc1cccc(-c2ccc3c(c2)O[C@H](CN(C)C(=O)C2CC2)[C@@H](C)CN([C@H](C)CO)S3(=O)=O)c1 | 0.3 | 3.1
O=C(Cc1ccccn1)NCC[C@H]1CC[C@@H](NC(=O)Nc2ccc(F)cc2)[C@H](CO)O1 | -0.7 | -2.6
COc1ccc(NC(=O)N(C)C[C@@H]2Oc3cc(-c4cccc(C(=O)N(C)C)c4)ccc3S(=O)(=O)N([C@@H](C)CO)C[C@@H]2C)cc1 | 0.6 | 1.5
O=C(C[C@H]1CC[C@@H]2[C@H](COC[C@H](O)CN2Cc2nccs2)O1)NCc1ccccc1F | 0.7 | 1.8
O=C(Nc1ccccc1F)N[C@H]1CC[C@H](CCNC(=O)C2CC2)O[C@@H]1CO | -8.8 | 0.6
COC(=O)C[C@H]1CC[C@@H]2[C@@H](COc3ccc(NC(=O)Nc4ccc(C#N)cc4)cc3C(=O)N2C)O1 | -3.9 | -3.4

Additional structures
compound | TcdB inh | Mtb BioA inh
COCC#Cc1ccc2c(c1)O[C@H](CN(C)S(=O)(=O)c1cccc(F)c1)[C@@H](C)CN([C@H](C)CO)S2(=O)=O | -0.5 | 0.9
O=C(C[C@H]1CC[C@H]2[C@@H](COC[C@H](O)CN2C(=O)c2ccncc2)O1)NCc1ccc(-c2ccccc2)cc1 | 0.7 | -0.5
COCC(=O)N(C[C@H]1N[C@H](CO)[C@@H]1c1ccc(-c2ccccc2)cc1)C(C)C | 0.5 | -1.1
C[C@H](CO)N1C[C@H](C)[C@@H](CN(C)C(=O)Nc2ccc3c(c2)OCO3)Oc2ccc(NC(=O)CCCCCC(=O)Nc3ccccc3N)cc2CC1=O | 0.2 | -0.3
O=C([C@H]1[C@H](CO)[C@H]2Cn3c(ccc(C4=CCCC4)c3=O)[C@@H]1N2C(=O)c1ccncc1)N1CCOCC1 | 0.5 | -1.6
Cc1noc(C)c1NC(=O)N(C)C[C@H]1OCCCC[C@H](C)Oc2ccc(NS(=O)(=O)c3ccc(F)cc3)cc2C(=O)N([C@@H](C)CO)C[C@@H]1C | -2.0 | -0.6
CO[C@H]1CN(C)C(=O)c2cc(NC(=O)c3ccc(F)cc3)ccc2OC[C@@H](C)N(C(=O)CN(C)C)C[C@H]1C | -0.8 | 1.5
C[C@H]1CN([C@@H](C)CO)C(=O)c2cc(/C=C/c3ccccc3)cnc2O[C@@H]1CN(C)C(=O)Nc1ccc(C(F)(F)F)cc1 | -0.1 | -2.6
COc1ccc(S(=O)(=O)N(C)C[C@H]2OCCCC[C@@H](C)Oc3ccc(NS(=O)(=O)c4cccs4)cc3C(=O)N([C@H](C)CO)C[C@H]2C)cc1 | -0.6 | -1.1
CCCNC(=O)Nc1ccc2c(c1)C(=O)N(C)C[C@H](OC)[C@@H](C)CN(C(=O)C1CCCCC1)[C@H](C)CO2 | 1.0 | -0.5

Later entries.
compound | TcdB inh | Mtb BioA inh
CC(=O)N(C)C[C@@H]1Oc2ncc(-c3cccc(F)c3)cc2C(=O)N([C@H](C)CO)C[C@H]1C | -0.3 | 0.7
COC(=O)C[C@@H]1CC[C@H]2[C@H](COc3ccc(NC(=O)c4ccc(F)c(F)c4)cc3C(=O)N2C)O1 | -1.4 | 0.8
Cc1ccc(S(=O)(=O)Nc2ccc3c(c2)C(=O)N([C@@H](C)CO)C[C@H](C)[C@H](CN(C)Cc2ccncc2)O3)cc1 | 0.3 | -1.3
Cc1cccc(S(=O)(=O)N2CCCCN3[C@H](CO)[C@H](c4ccc(C#CC5CC5)cc4)[C@@H]3C2)c1 | 0.6 | 0.3
O=C(C[C@@H]1CC[C@H]2[C@@H](COC[C@@H](O)CN2S(=O)(=O)c2ccc(Cl)cc2)O1)N[C@@H]1CCN(Cc2ccccc2)C1 | -0.4 | 2.4
CC(C)CC#Cc1ccc2c(c1)O[C@@H](CN(C)C(=O)c1ccccc1)[C@@H](C)CN([C@H](C)CO)S2(=O)=O | 0.7 | -1.3
CNC[C@H]1Oc2ccc(NC(=O)CCN3CCOCC3)cc2CC(=O)N([C@H](C)CO)C[C@H]1C | 0.9 | -2.4
C[C@@H]1CCCCO[C@H](CN(C)C(=O)Nc2ccccc2)[C@@H](C)CN([C@@H](C)CO)C(=O)c2cc(NC(=O)c3ccccc3)ccc2O1 | 0.8 | -0.5
C[C@@H]1CCCCO[C@@H](CN(C)C(=O)CCCN(C)C)[C@H](C)CN([C@H](C)CO)C(=O)c2cc(N(C)C)ccc2O1 | -23.0 | -0.1
CO[C@H]1CN(C)C(=O)c2ccc(NC(=O)c3ccccc3F)cc2OC[C@@H](C)N(CC2CC2)C[C@@H]1C | -0.3 | 3.3

5 entries already listed, sorted by SMILES length, falling:
compound | TcdB inh | Mtb BioA inh
O=C(C[C@@H]1CC[C@H]2[C@@H](COC[C@@H](O)CN2S(=O)(=O)c2ccc(Cl)cc2)O1)N[C@@H]1CCN(Cc2ccccc2)C1 | -0.4 | 2.4
C[C@@H]1CCCCO[C@@H](CN(C)C(=O)CCCN(C)C)[C@H](C)CN([C@H](C)CO)C(=O)c2cc(N(C)C)ccc2O1 | -23.0 | -0.1
CC(C)CC#Cc1ccc2c(c1)O[C@@H](CN(C)C(=O)c1ccccc1)[C@@H](C)CN([C@H](C)CO)S2(=O)=O | 0.7 | -1.3
Cc1cccc(S(=O)(=O)N2CCCCN3[C@H](CO)[C@H](c4ccc(C#CC5CC5)cc4)[C@@H]3C2)c1 | 0.6 | 0.3
CC(=O)N(C)C[C@@H]1Oc2ncc(-c3cccc(F)c3)cc2C(=O)N([C@H](C)CO)C[C@H]1C | -0.3 | 0.7

The list goes on.
compound | TcdB inh | Mtb BioA inh
C[C@@H]1CN([C@H](C)CO)C(=O)c2cccc(NC(=O)C3CCOCC3)c2O[C@H]1CN(C)Cc1ccc(C(=O)O)cc1 | -0.7 | -0.3
O=C(c1ccc2c(c1)OCO2)N1C[C@H]2[C@@H](c3ccccc31)[C@H](CO)N2Cc1ccccc1Cl | 1.3 | -2.0
C[C@@H]1CN([C@@H](C)CO)C(=O)Cc2cc(NS(=O)(=O)c3cccs3)ccc2O[C@@H]1CN(C)Cc1ccc(Cl)c(Cl)c1 | 0.2 | -1.2
O=C(N[C@@H]1C=C[C@H](CC(=O)N2CCCCC2)O[C@@H]1CO)c1ccccn1 | -0.3 | -1.7
CC(=O)N1[C@H](CN(C(=O)c2ccccc2)C(C)C)[C@@H](c2ccccc2)[C@@H]1CO | -0.6 | -3.8
C[C@@H]1CN([C@@H](C)CO)S(=O)(=O)c2ccc(-c3cccc(C#N)c3)cc2O[C@H]1CN(C)Cc1ccccn1 | 0.7 | -0.2
Cc1ccc(S(=O)(=O)N[C@@H]2CC[C@H](CC(=O)NCCN3CCCCC3)O[C@@H]2CO)cc1 | -0.5 | -4.4
O=C(C[C@@H]1CC[C@H]2[C@@H](COC[C@@H](O)CN2Cc2cccc(F)c2)O1)NCc1cccc(F)c1 | -0.2 | 0.5
CCS(=O)(=O)Nc1ccc2c(c1)C(=O)N(C)[C@@H]1CC[C@@H](CC(=O)NC3CCCCC3)O[C@@H]1CO2 | -0.3 | -1.2
COc1ccc(CN2C[C@@H](C)[C@H](OC)CN(C)C(=O)c3ccc(NC(=O)c4nc5ccccc5s4)cc3OC[C@@H]2C)cc1 | -1.1 | -1.0

Additional structures follow.
compound | TcdB inh | Mtb BioA inh
O=C(C[C@@H]1CC[C@H]2[C@@H](COC[C@@H](O)CN2Cc2cccc(C(F)(F)F)c2)O1)NCCc1ccccc1 | -6.0 | -2.1
CNC[C@H]1Oc2c(cccc2N(C)C)C(=O)N([C@@H](C)CO)C[C@H]1C | -0.1 | -0.2
CC(C)CC#Cc1ccc2c(c1)O[C@H](CN(C)C(=O)CC1CC1)[C@@H](C)CN([C@@H](C)CO)S2(=O)=O | 1.1 | 2.9
C/C=C/c1ccc2c(c1)O[C@@H](CN(C)C)[C@H](C)CN([C@H](C)CO)S2(=O)=O | -0.9 | 5.2
COC(=O)[C@H]1[C@H](CO)[C@H]2Cn3c(ccc(-c4ccncc4)c3=O)[C@H]2N1CC1CCCCC1 | -0.2 | 6.8
COc1ccccc1CNC(=O)C[C@@H]1CC[C@H]2[C@@H](COC[C@H](O)CN2Cc2ccccc2)O1 | 0.4 | 0.4
C[C@H]1CCCCO[C@H](CN(C)Cc2ccc(Cl)c(Cl)c2)[C@@H](C)CN([C@@H](C)CO)C(=O)c2cc(NC(=O)CCC(F)(F)F)ccc2O1 | 0.4 | -1.3
C[C@@H]1CN([C@H](C)CO)C(=O)Cc2cc(NS(=O)(=O)c3ccc(Cl)cc3)ccc2O[C@H]1CN(C)C(=O)NC1CCCCC1 | 0.3 | -2.3
O=C(NC1CCC1)[C@@H]1N[C@@H]2c3ccc(-c4cccc(F)c4)c(=O)n3C[C@@H]2[C@H]1CO | -0.6 | 0.4
COc1ccc(NC(=O)N(C)C[C@@H]2Oc3ccc(NC(=O)Nc4cccc5ccccc45)cc3C(=O)N([C@H](C)CO)C[C@@H]2C)cc1 | -1.6 | -3.1
COc1ccc(S(=O)(=O)Nc2ccc3c(c2)C(=O)N([C@H](C)CO)C[C@H](C)[C@H](CN(C)S(C)(=O)=O)OCCCC[C@H](C)O3)cc1 | 1.2 | 0.4
C[C@H](CO)N1C[C@H](C)[C@H](CN(C)S(=O)(=O)c2ccsc2)OCc2ccccc2-c2ccccc2C1=O | -1.1 | -0.2
